M4 PAM – CHRM4 positive allosteric modulation. AID 624126. P08173. hit rate 0.4% among 360,000. activation, % at 3 µM. CHO-K1 hM4/Gqi5, Fluo-8 calcium fluorescence, ACh EC20; 0% = ACh EC20, 100% = maximal ACh;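 active = activation above its plate's cutoff, the mean activation of sample wells plus 3 SD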; also: some results filed as inactive read as strong as hits
CRFR2-BP ag – agonists of human CRF-binding protein/CRF-R2 receptor complex. HEK293 CRF-R2/CRF-BP, calcium dye fluorescence (FLIPR); percent of saturating CRF peptide response. activation, % at 13.2 µM. hit rate 0.46% among 350,000;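 active = activation of at least 50%, plus an integration ratio under a set limit after plate pattern correction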;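 also: plate controls were neutral control wells without compound for no effect and CRF at EC100 for full effect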
CHRM1 antagonist – blocks human M1 muscarinic receptor | P11229 | CHO-K1 hM1, Fluo-8 calcium fluorescence, ACh EC80 antagonist | inhibition, % at 3 µM | hit rate 1.3% among 360,000;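 active = percent inhibition above its own plate's cutoff, namely the mean of that plate's compound wells plus 3 SD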;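 also: peak over basal fluorescence ratio during 140 s after agonist addition; 0% = ACh EC80 plus DMSO and 100% = DMSO alone without agonist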
Target sequence (P11229 whole entry, looked up): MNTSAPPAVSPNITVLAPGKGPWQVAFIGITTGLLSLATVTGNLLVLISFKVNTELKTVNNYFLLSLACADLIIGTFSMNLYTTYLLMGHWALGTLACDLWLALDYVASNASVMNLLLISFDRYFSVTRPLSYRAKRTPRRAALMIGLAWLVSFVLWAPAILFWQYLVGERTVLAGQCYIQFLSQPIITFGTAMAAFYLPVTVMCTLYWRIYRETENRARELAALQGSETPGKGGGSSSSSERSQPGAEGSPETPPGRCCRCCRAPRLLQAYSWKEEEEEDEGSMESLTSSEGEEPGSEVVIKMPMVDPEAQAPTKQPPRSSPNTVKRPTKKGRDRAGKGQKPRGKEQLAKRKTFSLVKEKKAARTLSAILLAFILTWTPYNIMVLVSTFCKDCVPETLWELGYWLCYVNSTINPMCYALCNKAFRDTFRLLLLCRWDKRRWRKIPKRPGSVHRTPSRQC
CHRM1 PAM – positive allosteric modulators of human M1 muscarinic receptor. P11229. CHO-K1 hM1, Fluo-8 calcium fluorescence, ACh EC20; 0% = ACh EC20, 100% = maximal ACh. activation, % at 3 µM. hit rate 0.088% among 360,000. AID 588819; in the data active = activation above about 19%, passing the limit was not always enough
CHRM4 antagonist – blocks acetylcholine activation of human M4 receptor | P08173 | CHO-hM4 cells, ACh EC80, Fluo-8 calcium fluorescence | inhibition, % at 3 µM | hit rate 0.73% among 360,000 | AID 624125;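 active = inhibition above its plate's cutoff, the mean inhibition of sample wells plus 3 SD, cut at about 27% in these data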;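 also: 0% = acetylcholine EC80 with DMSO and 100% = DMSO without agonist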
CHRM5 agonist – agonists of human muscarinic M5 receptor (CHRM5) | activation, % at 3 µM | P08912 | hit rate 0.19% among 360,000 | CHO-K1 hM5 cells, Fluo-8 calcium fluorescence; 0% DMSO wells, 100% maximal acetylcholine response | AID 624037;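 active = activation above the run's mean over test compounds plus 3 SD, cut at about 23% in these data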;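 also: signal is peak over basal fluorescence ratio across the kinetic read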
Target sequence (P08912 whole entry, looked up): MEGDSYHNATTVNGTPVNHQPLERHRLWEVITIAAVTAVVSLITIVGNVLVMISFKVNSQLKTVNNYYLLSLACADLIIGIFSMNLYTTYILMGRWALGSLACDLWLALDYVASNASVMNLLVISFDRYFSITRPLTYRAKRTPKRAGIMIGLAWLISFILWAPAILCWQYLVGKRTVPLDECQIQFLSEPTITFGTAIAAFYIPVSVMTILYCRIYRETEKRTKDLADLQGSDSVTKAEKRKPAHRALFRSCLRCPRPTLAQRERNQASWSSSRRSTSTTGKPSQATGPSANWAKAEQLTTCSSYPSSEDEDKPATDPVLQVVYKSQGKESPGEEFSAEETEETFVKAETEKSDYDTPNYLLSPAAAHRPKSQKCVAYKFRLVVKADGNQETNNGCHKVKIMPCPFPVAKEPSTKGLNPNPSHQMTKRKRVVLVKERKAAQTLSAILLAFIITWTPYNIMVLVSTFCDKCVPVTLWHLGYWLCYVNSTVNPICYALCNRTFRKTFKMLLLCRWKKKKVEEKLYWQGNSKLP
CHRM4 agonist – agonists of human muscarinic M4 receptor (CHRM4); P08173; CHO-K1 hM4/Gqi5, Fluo-8 calcium fluorescence; vehicle 0%, full acetylcholine response 100%; activation, % at 3 µM; hit rate 0.14% among 360,000;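 active = activation above the run mean over all test wells plus 3 SD, cut at about 32% in these data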;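 also: peak over basal fluorescence ratio per well then scaled between controls; 0% = DMSO wells and 100% = acetylcholine at EC100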
CHRM5 antagonist – antagonists of human muscarinic M5 receptor (CHRM5); CHO-hM5 cells, Fluo-8 calcium fluorescence, ACh EC80; P08912; inhibition, % at 3 µM; hit rate 0.59% among 360,000;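 active = inhibition above a per-plate cutoff, the mean of that plate's test compounds plus 3 SD, cut at about 27% in these data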;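 also: 0% = acetylcholine EC80 with DMSO and 100% = DMSO without agonist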
CHRM5 PAM – potentiates acetylcholine response at human M5 receptor | CHO-K1 hM5, Fluo-8 calcium, ACh EC20 PAM; 0% = ACh EC20, 100% = ACh EC100 | hit rate 0.3% among 360,000 | P08912 | activation, % at 3 µM;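 active = activation above the run cutoff, the mean activation of all test compounds plus 3 SD, cut at about 18% in these data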
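Assay system – human M5 receptor in CHO-K1 cells · Read-out – % activation, ACh-normalized · Technique – Fluo-8 calcium fluorescence · Dosing – single-point, 3 µM nominal · Incubation – Fluo-8 loading 80 min at 37 °C plus 30 min room temperature · Repeats – singlicate, one well per test compound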
Starred values were filed as active, the others as inactive; . = not tested or not shown.

SMILES	M4 PAM	CRFR2-BP ag	CHRM1 antagonist	CHRM1 PAM	CHRM4 antagonist	CHRM5 agonist	CHRM4 agonist	CHRM5 antagonist	CHRM5 PAM
Cn1c(NC(=O)C[n+]2cc(-c3ccc(Cl)cc3)n3c2CCC3)cc(=O)n(C)c1=O	-5.2	6.0	-0.1	-1.3	-5.7	-7.2	0.4	-7.8	9.9
COc1cc(S(=O)(=O)N2CCCCC2)ccc1NC=O	-0.8	5.3	-5.8	2.8	5.8	-1.1	0.1	0.1	-0.7
CCOc1cc(C2NC(=O)NC(C)=C2C(=O)OC(C)CC)cc(Br)c1O (centres undefined)	2.6	-0.6	-1.3	4.3	-7.6	-0.5	0.1	-15.7	3.6
COc1ccc(/C=C/C(=O)Nc2cc(S(=O)(=O)N3CCOCC3)ccc2C)cc1OC	-5.6	-1.2	8.4	0.6	-8.2	3.4	4.3	7.3	2.8
O=C(CCn1cccn1)N1CCCC(N2CCN(c3cccc(Cl)c3)CC2)C1 (centres undefined)	-6.4	-2.9	10.3	-5.4	5.9	-4.0	1.0	-0.1	-1.7
CN(C)S(=O)(=O)c1cccc(NS(=O)(=O)c2ccc(Cl)s2)c1	-0.8	-0.3	-1.8	2.6	-2.9	0.0	1.2	-1.4	-3.4
C=CCn1c(SCC(=O)Nc2nnc(CC)s2)nnc1-c1ccco1	-0.8	-0.8	-7.3	9.6	-3.1	-4.3	1.0	9.3	-6.2
Cc1cccc(NC(=O)COC(=O)c2nn(-c3ccccc3C(F)(F)F)cc2O)c1C	-2.8	-1.1	13.5	-10.3	-1.3	0.9	2.2	0.0	1.6
COc1ccc(CCNC(=O)C2CCN(C(=O)c3ccc(C(C)(C)C)cc3)CC2)cc1	-5.2	0.2	-14.6	4.3	-3.8	4.8	6.2	2.2	-7.0
CCC(CC)NC(=O)CN1CCN(S(=O)(=O)c2ccc(Br)s2)CC1	6.0	-0.8	-13.0	11.6	-2.3	-1.2	0.9	3.4	-0.4
Cc1ccc2[nH]cc(/C=C/c3cc[n+](C)cc3)c2c1	-7.8	44.8	-0.1	-1.7	6.3	-0.7	1.2	4.0	-2.5
C/C(=N\NC(=O)c1c(Cl)c(C)nn1C)c1ccc(NC(=O)c2ccncc2)cc1	1.6	-0.7	-2.2	2.8	11.1	-2.0	0.6	13.6	-2.6
CCOC(=O)c1cc(-c2cccnc2)nn1-c1ccccc1C	6.4	-2.0	-10.3	3.1	-11.1	-5.6	1.7	-4.3	3.6
CN(C)C(=S)Oc1ccccc1C1SCCS1	-1.5	-3.5	-16.6	5.7	-17.4	-2.5	0.7	0.2	-5.1
CN1CCN(c2nc3c(c(=O)n(C)c(=O)n3C)n2CC(N)=O)CC1	1.1	-0.2	14.5	-6.2	0.0	2.2	2.2	6.8	-5.2
O=C(CSc1ccc(-c2cccc([N+](=O)[O-])c2)nn1)N1CCCC1	8.2	-2.2	-8.0	8.7	-0.3	2.8	2.9	-4.9	5.8
O=C(CN1CCN(C/C=C/c2ccccc2)CC1)NCc1ccc(Cl)cc1	-8.2	8.1	0.4	-6.0	-11.2	-20.8	8.2	4.8	-19.9
Cc1ccc(OCC(=O)N(Cc2ccco2)C2CCS(=O)(=O)C2)cc1 (centres undefined)	0.5	-0.3	6.7	-4.6	1.8	-3.2	0.8	-2.5	-4.1
COC(=O)[C@H](CC(C)C)NC(=O)CC[C@H]1O[C@@H](n2ccc(=O)[nH]c2=O)[C@H](O)[C@@H]1O	7.3	.	-18.5	-3.6	-14.0	-0.4	0.8	-2.3	-1.2
COc1ccc(CN2CCNC(=O)C2CC(=O)NCc2csc(C)n2)c(F)c1 (centres undefined)	-1.7	-1.3	-15.9	11.4	1.6	-0.9	0.0	4.6	0.3
Cc1nnc(SCC(=O)NC2CCCC2)n1CCc1ccccc1	2.9	0.7	-6.9	6.7	-3.5	-3.0	2.8	-6.2	-0.2
COCCn1c(C)cc(C(=O)COC(=O)c2n[nH]c3ccccc23)c1C	0.3	0.5	-12.7	10.3	0.8	-2.1	6.5	-0.9	3.5
COc1ccc(/C=C/C(=O)c2ccccc2)cc1COc1ccccc1F	-5.2	0.7	19.0	-6.7	6.0	2.0	0.8	3.0	-6.4
C=CCn1c(N)cc(=O)nc1SCC(=O)Nc1ccccc1C(N)=O	2.2	0.4	-10.4	6.8	-9.0	-1.8	2.0	-1.3	0.1

7 entries out of the list above, ordered by the value under CHRM1 PAM, descending:
mol	CHRM1 PAM
O=C(CSc1ccc(-c2cccc([N+](=O)[O-])c2)nn1)N1CCCC1	8.7
CN(C)C(=S)Oc1ccccc1C1SCCS1	5.7
CCOC(=O)c1cc(-c2cccnc2)nn1-c1ccccc1C	3.1
COC(=O)[C@H](CC(C)C)NC(=O)CC[C@H]1O[C@@H](n2ccc(=O)[nH]c2=O)[C@H](O)[C@@H]1O	-3.6
Cc1ccc(OCC(=O)N(Cc2ccco2)C2CCS(=O)(=O)C2)cc1 (centres undefined)	-4.6
O=C(CN1CCN(C/C=C/c2ccccc2)CC1)NCc1ccc(Cl)cc1	-6.0
COc1ccc(/C=C/C(=O)c2ccccc2)cc1COc1ccccc1F	-6.7

(next part)
SMILES	M4 PAM	CRFR2-BP ag	CHRM1 antagonist	CHRM1 PAM	CHRM4 antagonist	CHRM5 agonist	CHRM4 agonist	CHRM5 antagonist	CHRM5 PAM
O=C(CCc1nnc2ccc(N3CCCCC3)nn12)NCc1ccco1	-1.6	-0.8	2.5	-2.4	9.3	-3.2	-0.4	5.5	2.2
CCn1c(C)nnc1SCC(=O)Nc1ccc2c(c1)OCCO2	-0.3	-0.1	-3.6	1.3	-3.4	-2.4	-0.2	6.9	-1.5
CC1CC(C)CN(S(=O)(=O)N2CCCC(C(=O)NCCCN3CCCCC3C)C2)C1 (centres undefined)	-3.2	-2.1	14.7	-7.7	1.3	-9.7	0.3	22.9	-5.5
Cc1ccc(-n2c(SCC(=O)NC3CCS(=O)(=O)C3)nc3ccccc3c2=O)c(C)c1 (centres undefined)	0.6	-1.3	-17.5	7.9	-12.9	1.8	7.2	-1.5	-0.6
COc1ccccc1C1CC(=O)Oc2ccc(C(C)(C)C)cc21 (centres undefined)	-4.7	-1.3	-8.5	-1.1	-10.4	-0.6	-1.1	1.2	-7.5
CCc1cccc2c(C=C(C#N)C#N)cn(CC(=O)N3CCCC3)c12	5.0	1.4	-5.4	8.2	16.1	1.4	2.1	-4.2	2.4
O=C1CC(N(Cc2cccs2)C(=O)Nc2ccccc2)C(=O)N1c1ccc(Cl)cc1 (centres undefined)	-7.3	-3.9	-2.0	4.2	-9.9	-1.7	9.1	8.8	-7.3
S=C(NCc1ccco1)Nc1ccccc1	5.5	-2.5	-4.7	4.0	-3.0	-2.8	1.8	-17.3	9.4
CCN(CC)c1nc(SCCOC(=O)Nc2ccccc2)nc(N(CC)CC)n1	-3.7	9.3	3.1	-5.2	-11.1	-0.1	-0.9	-6.3	-1.1
CC(c1cccs1)N(Cc1ccco1)C(=S)Nc1ccc(F)c(Cl)c1 (centres undefined)	-12.3	0.3	5.5	-2.7	0.9	0.3	0.0	9.2	-5.9
COc1cc2c(cc1OC)[C@@H]1Cc3ccc(OC)c(OC)c3CN1CC2	-3.4	-0.6	-1.5	2.8	2.9	-3.0	3.4	4.0	1.3
O=C(CCc1nnc2ccc(NCc3ccccc3Cl)nn12)NCC1CCN(C2CCCC2)C1 (centres undefined)	-22.0	2.0	25.2	-14.8	13.6	-8.9	-0.1	1.6	-0.9

Individual results from the list:
CHRM4 antagonist, CCc1cccc2c(C=C(C#N)C#N)cn(CC(=O)N3CCCC3)c12 stands at 16.1
CHRM5 PAM, COc1ccccc1C1CC(=O)Oc2ccc(C(C)(C)C)cc21 (centres undefined) stands at -7.5

Next section
SMILES	M4 PAM	CRFR2-BP ag	CHRM1 antagonist	CHRM1 PAM	CHRM4 antagonist	CHRM5 agonist	CHRM4 agonist	CHRM5 antagonist	CHRM5 PAM
Cc1cc(OCc2cn3cccnc3n2)ccc1Cl	2.2	1.8	-6.5	5.2	-8.2	0.6	0.8	-7.7	3.4
Cc1ccccc1Nc1nc(N)nc(CSc2ccccc2)n1	-2.7	-1.0	-2.3	0.0	-6.3	-2.2	1.4	-11.4	-0.1
Cc1ccc(-c2cc(C(F)(F)F)c(C#N)c(=O)[nH]2)cc1	0.9	2.2	-11.3	9.6	-3.7	-0.5	0.8	8.8	-2.8
Cc1[nH]nc(C(=O)NN=Cc2ccccc2Cl)c1N=NN(C)C	3.0	-2.8	12.1	-8.0	4.5	2.3	0.4	3.3	-0.6
COc1cccc(COC(=O)c2ccc3c(c2)NC(=O)C(C)S3)c1OC (centres undefined)	1.2	-0.4	2.5	7.2	-6.1	-3.5	1.2	-9.3	1.5
Cc1cnc(C)c(N2CCN(C(=O)C3CCC(=O)N(CCc4cccc(F)c4)C3)CC2)n1 (centres undefined)	-3.5	-0.8	-4.9	0.5	-4.0	2.2	2.6	-4.6	5.5
CC1(C(=O)Nc2ccc(Cl)c(Cl)c2)CCN1C(=O)Cc1ccc(-c2ccccc2)cc1 (centres undefined)	-0.2	.	22.9	-7.3	5.6	2.9	5.4	24.9	-9.8
CCN1CCN(C(=O)C2CCC(CNS(=O)(=O)c3ccccc3)CC2)CC1 (centres undefined)	2.9	-0.8	-8.6	-2.6	2.4	-0.3	0.7	-2.6	5.8
Cn1c(C(=O)NCCN2CCN(c3ccccc3F)CC2)cc2c(=O)n(C)c3ccccc3c21	-3.1	-0.9	10.3	-9.2	-4.2	3.2	4.1	0.5	-2.1
COCCN(Cc1cc2cc3c(cc2nc1Cl)OCO3)C(=O)c1ccc(C)cc1	-8.2	-0.5	-1.1	4.9	-1.6	2.5	7.3	2.4	-5.0
Cc1ccc2c(c1)N(CC(=O)N1CCCC1)C(=O)C(C)O2 (centres undefined)	-2.4	0.3	-18.1	4.7	-3.1	-5.9	0.3	9.8	3.8
O=C(CN1CCCCC1)NN(Cc1ccccc1)c1ccccc1	-12.2	-3.6	61.3*	-34.1	4.4	-10.2	0.8	-1.5	-16.7
CNc1ccc(Br)cc(C(=O)/C=C/c2ccc3c(c2)OCO3)c1=O	24.1	4.2	-2.0	14.7	6.4	3.8	3.4	-2.6	7.0
CC(C)(C)OC(=O)N1CCC[C@H]1c1nnc(SCc2ccc(Cl)cc2)o1	20.6	-0.7	-12.0	3.9	-15.6	-2.7	1.2	9.4	1.3
COC(=O)C[C@H]1C=C[C@@H](NC(=O)Cc2cccnc2)[C@@H](CO)O1	12.4	.	.	.	-21.2	2.4	2.0	-15.6	16.6
CCc1ccc(NC(=O)CCC(=O)Nc2nnc(C(F)(F)F)s2)cc1	3.4	0.7	-14.8	7.0	-8.4	-0.4	3.6	7.5	0.8
Cc1cc(C)n(CC(O)Cn2c3ccccc3c3ccccc32)c(=O)n1 (centres undefined)	-4.0	0.5	5.2	-1.6	6.2	3.3	-0.9	2.3	-5.9

Screening results: PubChem BioAssay, several laboratories

Hits appear at their usual frequency; overall some 2.8% were active at least once.
